# PLAP inhibition: inhibition of human placental alkaline phosphatase – biochemical, luminescence, HTS (AID 690); 0.08% of 96,000 active; one-dose inhibition, % at 20 µM; IC50 in µM for titrated hits; purified PLAP, luminescent substrate; higher % means a stronger effect; in the data active = a potency from the dose series; inactive = the rest, 99 in 100 with inhibition below about 30%; note: strong numbers were not always called active
# IL1B NFkB pot: enhances IL-1B driven NFkB nuclear translocation; 0.3% of 94,000 active; activation, % at 2 µM; AID 819; HUVEC IL-1B NFkB p65 nuclear translocation imaging;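 active = activation above 40%, about the mean plus 3 SD, also judged a hit on visual image review; inconclusive = activation above 40% but not a hit on visual review; inactive = activation not above 40% and no visual hit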;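 note: percent activation is computed from the nuclear over cytoplasmic p65 intensity ratio; values of inactives mirror those of a sister screen read the other way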
# MRP resist rev: reverses drug resistance mediated by MRP; H69AR cells + 2 uM doxorubicin, CellTiter-Glo, 72 h; differential viability (reversal), % at 10 µM; 0.04% of 85,000 active;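 active = viability drop by adding the cancer drug above about 55%, with treated viability meeting a 40% cutoff, limit read from the data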;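 note: viability without doxorubicin minus viability with 2 µM doxorubicin for each compound; larger differential means the compound sensitizes cells more to doxorubicin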
# NFkB transloc inh: blocks IL-1B driven NFkB nuclear translocation in HUVEC cells. AID 796. 0.43% of 94,000 active. inhibition, % at 2 µM. HUVEC IL-1B NFkB p65 nuclear translocation imaging;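 active = inhibition above about 30% together with a positive call from visual inspection of the well image, limit read from the data; inconclusive = inhibition above a set limit but visual check negative; inactive = inhibition not above a set limit, visual check negative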;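 note: nuclear over cytoplasmic p65 intensity ratio measured by imaging; 0% = IL-1B stimulated DMSO wells and 100% = unstimulated DMSO wells; values of inactives mirror those of a sister screen read the other way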
# Bcl-B TR3 displacers: displacers of TR3 peptide from Bcl-B, primary screen, selectivity assay for Bfl-1 inhibitor project, biochemical, fluorescence polarization. AID 748. FP displacement of FITC-TR3 peptide from Bcl-B; higher % means a stronger effect. 0.11% of 96,000 active. displacement, % at 20 µM, or IC50 in µM where a hit was titrated;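 active = displacement above 50% at 20 µM plus a fluorescence interference ratio under 1.5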;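 note: plate controls were wells without compound for no effect and wells lacking Bcl-B protein for full effect; a part of the inactive calls stands beside numbers as strong as those of hits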
# MRP resist rev cytotoxicity: further read-out of MRP resist rev, marked with its call; viability, %; H69AR cells, CellTiter-Glo, 72 h; measured here: cytotoxicity without doxorubicin
# MRP resist rev with doxorubicin: second read-out of MRP resist rev, no call of its own (marks repeat the call); viability, %; measured here: viability with 2 uM doxorubicin; active compounds read low
# NFkB transloc inh cell count 2 µM: recorded beside NFkB transloc inh, whose call it bears; cell count; measured here: cells passing quality filter;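 raw number of nuclei counted in each imaged well without normalization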
# IL1B NFkB pot cell count 2 µM: recorded beside IL1B NFkB pot, whose call it bears; cell count; measured here: cells passing quality filter
# * marks the source's active call; other numbers are inactive results; ? = inconclusive; · = no result given. Some of the compounds tested, so the mix of outcomes need not match the whole.
SMILES,PLAP inhibition,IL1B NFkB pot,IL1B NFkB pot cell count 2 µM,MRP resist rev,MRP resist rev cytotoxicity,MRP resist rev with doxorubicin,NFkB transloc inh,NFkB transloc inh cell count 2 µM,Bcl-B TR3 displacers
Cc1cc(C(=O)COc2nncc3ccccc23)c(C)n1C,-38%,-2,140,12,108,96,2,140,26%
Clc1ccc2c(c1)c1cc(Cl)ccc1n2CN1CCOCC1,·,10,162,-15,75,90,-10,162,·
Cc1ccc(NC(=S)NNC(=O)c2nn(C)c(C)c2Cl)cc1,-129%,-7,99,·,·,·,7,99,-4%
COc1ccccc1NC(=O)C1CCCN1C(=O)NCc1ccccc1 (stereo unspecified),17%,-2,155,-3,86,89,2,155,-4%
CC(=O)c1ccc(Cc2cnc(N)s2)cc1,23%,3,168,5,99,94,-2,168,-12%
Cc1cc(C)n(-c2nc(NCC(C)O)c3c4c(sc3n2)COC(C)(C)C4)n1 (stereo unspecified),-13%,5,175,-10,59,68,-5,175,-13%
CCC(C)(C(=O)NC1CCCCC1)N(Cc1ccco1)C(=O)CC1NC(=O)NC1=O (stereo unspecified),-37%,·,·,-8,91,99,·,·,-9%
CN=C(Nc1ccccc1)SC1CC(=O)N(c2ccc(C(=O)OC)cc2)C1=O (stereo unspecified),-18%,18,140,·,·,·,-18,140,-20%
Cc1cc(N2CCN(C)CC2)nc2ccc(NC(=O)CCC(=O)NCCC3=CCCCC3)cc12,·,9,107,·,·,·,-9,107,·
c1ccc2[nH]c(SCc3cscn3)nc2c1,-59%,5,150,-4,99,103,-4,150,-3%
Cc1c(N2C(=O)/C(=C\c3cccc4ccccc34)SC2=S)c(=O)n(-c2ccccc2)n1C,-66%,11,139,·,·,·,-11,139,-1%
COC(=O)c1ccc(-c2nc3cc(Cl)c(N)cc3s2)cc1,-11%,0,133,·,·,·,0,133,20%
CCC1CCCCN1C(=O)COC(=O)c1ccc(S(=O)(=O)N2CCOCC2)cc1 (stereo unspecified),-18%,·,·,8,105,96,·,·,-14%
Cc1ccc(S(=O)(=O)Nc2ccc(S(=O)(=O)N3CCCC3)cc2)cc1,-46%,-7,180,-20,67,88,7,180,-4%
CC(C)Oc1cccc(-c2cc(C(=O)N3CCN(c4ncccn4)CC3)c3ccccc3n2)c1,-80%,-3,155,-2,15,17,3,155,8%
Cc1ccc(OCCSc2nnc(-c3cccs3)n2C)cc1,·,2,96,5,87,83,-2,96,·
CCCN1Cc2cccc(C(=O)Nc3cc(OC)cc(OC)c3)c2C1=O,-2%,·,·,·,·,·,·,·,3%
CCCCNC(=O)CS(=O)Cc1nc(-c2cccc(Cl)c2)oc1C (stereo unspecified),-50%,·,·,11,92,81,·,·,-26%
CCOC(=O)Nc1ccc2c(c1)N(C(=O)CCN1CCN(CCO)CC1)c1ccccc1CC2,-62%,12,76,-7,101,108,-12,76,-3%
NC(=O)C1(N2CCCCC2)CCN(C(=O)c2ccc(-n3cnnn3)cc2)CC1,0%,1,72,3,97,94,1,72,-6%
O=C(NCc1cccs1)c1nc2c(nnn2Cc2ccc(F)cc2)c(=O)[nH]1,·,0,156,-8,84,92,0,156,·
CCn1c(CNC(=O)c2cccc(C)c2)nc2ccccc21,10%,-3,131,-1,88,89,3,131,-1%
Cn1ncc(N=Cc2ccccc2O)c1C(=O)Nc1ccccc1,18%,·,·,-16,37,52,·,·,-2%
O=C(Nc1nc(-c2cccs2)cs1)c1ccc(S(=O)(=O)N2CCCC2)cc1,-17%,?,·,3,87,84,-40,49,-1%
C=CCSc1nc2c(sc3nc(C)cc(C)c32)c(=O)[nH]1,-33%,0,158,·,·,·,0,158,3%
O=C(CSCc1cnn(-c2ccccc2)c1-n1cccc1)N1CCN(Cc2ccccc2)CC1,-72%,26,156,-2,77,79,-26,156,-32%
COc1ccc(C2C(C(=O)c3sc(C)nc3C)=C(O)C(=O)N2CCN2CCOCC2)cc1 (stereo unspecified),·,0,99,-12,95,106,0,99,·
Cc1ccc2c(CC(=O)OCn3nnc4ccccc4c3=O)coc2c1,12%,-2,124,-1,91,92,2,124,6%
CC1CN(C(=O)c2cc(F)c(F)cc2Cl)CC(C)O1 (stereo unspecified),·,29,99,25,92,66,-29,99,·
COc1ccc(Cc2c[nH]c(=O)[nH]c2=O)cc1,5%,7,178,0,106,106,-7,178,-5%
COc1ccc(NC(=O)CSc2nc3ccccc3cc2Cc2ccccc2)cc1,-2%,7,131,·,·,·,-7,131,-4%
Cc1ccc(S(=O)(=O)N2CCN(C)CC2)cc1[N+](=O)[O-],-21%,-5,158,·,·,·,5,158,-9%
NNC(=O)Cc1cn(-c2ncc(C(F)(F)F)cc2Cl)c2ccccc12,-2%,·,·,-3,82,85,·,·,0%
CCc1nnc(NC(=O)CSc2nnc(CNc3cccc(C)c3)n2-c2ccccc2)s1,-50%,11,189,12,99,87,-11,189,-7%
CC1CC(C)CN(CC(=O)Nc2ccc3c(c2)OCCO3)C1 (stereo unspecified),-9%,10,155,1,94,93,-10,155,2%
CC(C)(C)c1cccc(/C=N/O)c1O,11%,·,·,8,104,97,·,·,0%
Cc1oc(C)c2c(=O)ccc3c(c12)OC(N)=C(C#N)C3c1ccc(F)cc1 (stereo unspecified),-8%,·,·,-19,81,101,·,·,10%
O=C(NC(=S)Nc1ccccc1)c1cc(-c2ccccc2)nc2ccccc12,9%,2,140,·,·,·,-2,140,-4%
COc1ccc2sc3c(=O)[nH]c4ccccc4c3c2c1,-2%,43*,173*,·,·,·,-43,173,-14%
NC(=O)C1CCN(S(=O)(=O)c2cccc(C(=O)O)c2)CC1,8%,1,146,·,·,·,-1,146,-1%
N#CNC(N)=Nc1cccc(Cl)c1,4%,6,198,1,78,77,-6,198,-5%
CC(=O)Oc1c(S(=O)(=O)c2ccc(C)cc2)c(C)nn1C(C)(C)C,-15%,11,160,-2,91,94,-11,160,4%
Cn1c(=O)c2c(nc(Oc3ccccn3)n2C)n(C)c1=O,-15%,·,·,-3,88,91,·,·,-1%
CC(=O)C1=C(NC(=O)c2ccccc2F)C[C@@H]2[C@H]1C2(C)C,12%,-12,55,2,96,93,12,55,-10%
COc1ccc(-n2nc3c(c2NC(=O)Cc2cccc(C)c2)CS(=O)C3)cc1 (stereo unspecified),5%,16,192,-7,86,93,-16,192,0%
COc1ccc(N/N=C(/Oc2ccc([N+](=O)[O-])cc2)C(C)=O)cc1,·,16,89,10,91,81,-16,89,·
O=C(Nc1ccc2c(c1)CCC2)c1cccc(S(=O)(=O)N2CCN(c3ccc(F)cc3)CC2)c1,9%,0,172,-3,79,82,0,172,2%
Cc1ccc(Oc2c(C=O)c3ccccc3n2C)cc1,32%,4,102,·,·,·,-4,102,-3%
CCN=C1SC(C(=O)Nc2cccc(C(=O)O)c2)CC(=O)N1CC (stereo unspecified),-8%,0,68,5,93,87,0,68,-15%
Cc1ccc(-c2nnc(N3CCN(C(=O)Cn4c(=O)n(C)c5ccccc54)CC3)c3ccccc23)cc1,-50%,2,63,-7,73,80,-2,63,-6%

# Some of the entries above, reformatted:
smiles: COc1ccc(N/N=C(/Oc2ccc([N+](=O)[O-])cc2)C(C)=O)cc1
  PLAP inhibition: ·; IL1B NFkB pot: 16; IL1B NFkB pot cell count 2 µM: 89; MRP resist rev: 10; MRP resist rev cytotoxicity: 91; MRP resist rev with doxorubicin: 81; NFkB transloc inh: -16; NFkB transloc inh cell count 2 µM: 89; Bcl-B TR3 displacers: ·

smiles: O=C(Nc1ccc2c(c1)CCC2)c1cccc(S(=O)(=O)N2CCN(c3ccc(F)cc3)CC2)c1
  PLAP inhibition: 9%; IL1B NFkB pot: 0; IL1B NFkB pot cell count 2 µM: 172; MRP resist rev: -3; MRP resist rev cytotoxicity: 79; MRP resist rev with doxorubicin: 82; NFkB transloc inh: 0; NFkB transloc inh cell count 2 µM: 172; Bcl-B TR3 displacers: 2%

smiles: Cc1ccc(Oc2c(C=O)c3ccccc3n2C)cc1
  PLAP inhibition: 32%; IL1B NFkB pot: 4; IL1B NFkB pot cell count 2 µM: 102; MRP resist rev: ·; MRP resist rev cytotoxicity: ·; MRP resist rev with doxorubicin: ·; NFkB transloc inh: -4; NFkB transloc inh cell count 2 µM: 102; Bcl-B TR3 displacers: -3%

# (list continues)
SMILES,PLAP inhibition,IL1B NFkB pot,IL1B NFkB pot cell count 2 µM,MRP resist rev,MRP resist rev cytotoxicity,MRP resist rev with doxorubicin,NFkB transloc inh,NFkB transloc inh cell count 2 µM,Bcl-B TR3 displacers
O=C1NCC(CN(c2ccccc2)c2ccccc2)O1 (stereo unspecified),22%,1,112,7,96,90,-1,112,7%
COc1ccc(C(=O)CSc2nnc(Cn3nnc4ccccc43)n2C)cc1,27%,1,162,·,·,·,0,162,0%
O=C(Cn1cnc2c(nnn2Cc2ccc(F)cc2)c1=O)N1CCN(c2ccccc2)CC1,-22%,·,·,0,97,97,·,·,-1%
CCOC(=O)c1ccccc1NC(=O)Cn1cnc2c1c(=O)n(C)c(=O)n2C,16%,0,135,5,85,79,0,135,-12%
CCCCn1cnc2sc3c(c2c1=N)CCCC3,-44%,·,·,2,82,80,·,·,-15%
COC(=O)c1ccc(NC2CC(=O)N(c3ccccc3C)C2=O)cc1 (stereo unspecified),8%,5,161,·,·,·,-5,161,-7%
CC(=O)Nc1cc(-c2ccccc2)nn1Cc1ccc(Cl)cc1,·,-3,90,·,·,·,3,90,2%
Clc1ccc(-c2cn3c(n2)CCC3)cc1,9%,12,152,-5,86,91,-12,152,-10%
CCOC(=O)C(CC)n1nc(C)n2c(cc3occc32)c1=O (stereo unspecified),15%,8,191,6,95,88,-8,191,-2%
COc1c2c(nc3ccccc13)OC(C(C)(O)CO)C2 (stereo unspecified),10%,11,185,-2,82,84,-11,185,0%
CC(C)NS(=O)(=O)c1ccc(NC(=S)NC(=O)c2ccc(-c3ccccc3)cc2)cc1,11%,14,132,·,·,·,-14,132,-12%
CCCCN(C)C(=O)c1cn(C)c2ccc(S(=O)(=O)N(C)C)cc2c1=O,·,13,64,21,100,79,-13,64,·
COc1ccccc1CNS(=O)(=O)c1cccc(S(=O)(=O)N2CCOCC2)c1,9%,-5,166,·,·,·,5,166,0%
O=C(NC(Cc1ccccc1)C(=O)O)c1ccccc1 (stereo unspecified),2%,·,·,2,83,81,·,·,-4%
O=C1OCc2ccc(NC(=O)C3CCCCC3)cc21,15%,11,58,19,105,86,-11,58,-16%
CCC1Oc2ccccc2N(CC(=O)NCCC2=CCCCC2)C1=O (stereo unspecified),4%,-6,97,6,82,76,6,97,-18%
COC(=O)[C@H](Cc1ccccc1)NC(=O)NCC1CCCO1 (stereo partly specified),8%,-6,161,-7,92,99,6,161,5%
CC(=O)Nc1ccc(S(=O)(=O)N2CCC(c3nc4ccccc4[nH]3)CC2)cc1,0%,14,97,-12,77,90,-14,97,2%
COC(=O)c1cc2n(n1)CCN(Cc1ccc(C)cc1)C2=O,-34%,-4,127,·,·,·,4,127,4%
COc1cc(NC(=O)Nc2ccccc2)c(OC)cc1NC(=O)CN1CCCCC1,-59%,0,82,-13,41,55,0,82,-3%
CC(C)CCNC(=O)CN(C(=O)CCC(=O)Nc1ccccn1)c1ccc2c(c1)OCCO2,·,15,102,7,89,82,-15,102,·
O=C(C1=C(O)C(=O)N(c2ncccn2)C1c1cccs1)c1ccco1 (stereo unspecified),1%,20,94,2,91,89,-20,94,51%
COc1ccc(CNC(=O)Cn2nc(-c3ccc4c(c3)OCCO4)ccc2=O)cc1,11%,16,134,·,·,·,-16,134,10%
c1ccc(OCCCn2nnc(-c3cccnc3)n2)cc1,10%,1,170,3,96,93,-1,170,-2%
COc1ccc(C(C)=O)cc1CN1C(=O)C(C)N(c2ccc(C)cc2)C1=O (stereo unspecified),-62%,2,130,0,80,80,-2,130,-1%
COc1ccc(CC(C)N2CCN(c3ccccc3)CC2)cc1OC (stereo unspecified),6%,·,·,8,90,82,·,·,8%
C=CCn1c(SCC(=O)Nc2nccs2)nnc1-c1cc2cccc(OC)c2o1,-14%,-8,142,1,90,89,8,142,-6%
O=C(O)CSc1cccc[n+]1[O-],-12%,1,139,·,·,·,0,139,-3%

# From PubChem
